GAA glycogen mod – qHTS Assay for Inhibitors and Activators of Human alpha-Glucosidase Cleavage of Glycogen; Lysosomal alpha-glucosidase (Homo sapiens), P10253; recombinant GAA, glycogen substrate, Amplex Red glucose oxidase fluorescence; Potency, µM (top dose mostly 76.4 µM), without a hit: at the highest dose activity change, negative = inhibition, usual class: inhibitors; 300,000 compounds, 0.38% hits;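 note: potency is the fitted concentration of half-maximal effect; 0% = full enzyme reaction and -100% = no-enzyme basal signal; the screen sought inhibitors and activators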
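Recombinant human enzyme (4 nM); glycogen substrate; 37 C, 40 min, pH 5.0. Readout: coupled glucose oxidase/Amplex Red fluorescence.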
aGlu spleen mod – qHTS Assay for Inhibitors and Activators of Human alpha-Glucosidase From Spleen Homogenate | 240,000 compounds, 0.006% hits | Lysosomal alpha-glucosidase (Homo sapiens), P10253 | Potency, µM (top dose mostly 79.9 µM), inactives show at the top dose activity change, negative = inhibition, hits mostly inhibitors | human spleen homogenate, 4-MU-alpha-glucoside fluorescence;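 note: potency is the fitted concentration of half-maximal effect; 0% = enzyme with vehicle and -100% = no enzyme basal signal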
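Compounds were titrated against alpha-glucosidase in spleen homogenate at pH 5.0, with 1 mM 4-methylumbelliferyl substrate for 40 min at 37 C. Reactions were quenched with pH 10 NaOH/glycine and fluorescence measured.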
Lamin A splicing – qHTS Assay for Modulators of Lamin A Splicing | HeLa LMNA splicing GFP/RFP minigene ratio, 48 h | Potency, µM (series often up to 46.1 µM), inactives show at the highest dose ratio change, negative = inhibition, actives largely listed as inhibitors | 200,000 compounds, 0.01% hits | AID 1487, 2009; active = well fitted inhibition curve with a large enough effect in the signal ratio, with a control signal flat, not every such curve was filed as active; inconclusive = small, poorly fitted or top-dose-only effect, or effect the other way, or a change in a side signal; the % refers to the signal ratio; note: potency is the fitted concentration of half-maximal effect; % is set by controls: 0 for no effect and ±100 for the full control effect
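S3 HeLa cells stably expressing lamin A-EGFP splicing minigene plus DsRed2, 600 cells/well, 48 h compound exposure at 37C. Laser-scanning cytometry; analysed as GFP (500-530 nm)/RFP (575-640 nm) total intensity ratio; 0.5% DMSO vehicle.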
GAA inh – qHTS Assay for Inhibitors of Human alpha-Glucosidase as a Potential Chaperone Treatment of Pompe Disease; purified human GAA, 4-MU-alpha-glucoside fluorescence; Potency, µM (titrated, usually from 76.9 µM), inactives show at the top dose activity change, negative = inhibition, actives largely listed as inhibitors; 200,000 compounds, 0.005% hits; AID 1466, 2008;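 note: potency is the fitted concentration of half-maximal effect; plate controls were uninhibited enzyme wells for no effect and no-enzyme background for full effect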
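Endpoint fluorogenic read: 20 min room-temperature reaction of 4 nM human alpha-glucosidase with 400 uM 4-methylumbelliferyl-alpha-D-pyranoside, pH 5.0, quenched with 1M NaOH/1M glycine pH 10. AC50 from Hill modeling.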
CBFb-RUNX1 inh – qHTS Assay for Compounds Blocking the Interaction Between CBF-beta and RUNX1 for the Treatment of Acute Myeloid Leukemia | 230,000 tested, under 10 active | AlphaScreen CBFb-His/RUNX1-biotin binding, biochemical | Potency, µM (series often up to 59.8 µM), without a hit: top-dose activity, negative = inhibition, actives largely listed as inhibitors | AID 1477, 2009 | Runt-related transcription factor 1 (Homo sapiens) + Core-binding factor subunit beta …; note: % of control where 0% means no effect
Target sequence (Q01196 whole entry, looked up): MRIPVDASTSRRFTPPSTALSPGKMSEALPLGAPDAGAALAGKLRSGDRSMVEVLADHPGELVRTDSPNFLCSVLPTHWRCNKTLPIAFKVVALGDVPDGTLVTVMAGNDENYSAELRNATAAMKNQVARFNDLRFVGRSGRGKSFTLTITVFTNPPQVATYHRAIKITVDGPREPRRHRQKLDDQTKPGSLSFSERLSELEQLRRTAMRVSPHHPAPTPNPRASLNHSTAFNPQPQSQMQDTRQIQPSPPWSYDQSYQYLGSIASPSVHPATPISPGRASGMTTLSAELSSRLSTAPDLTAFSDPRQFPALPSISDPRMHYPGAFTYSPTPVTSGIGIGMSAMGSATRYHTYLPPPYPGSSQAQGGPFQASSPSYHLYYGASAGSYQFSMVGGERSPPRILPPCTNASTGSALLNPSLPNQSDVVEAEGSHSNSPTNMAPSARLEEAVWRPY
Target sequence (Q13951 whole entry, looked up): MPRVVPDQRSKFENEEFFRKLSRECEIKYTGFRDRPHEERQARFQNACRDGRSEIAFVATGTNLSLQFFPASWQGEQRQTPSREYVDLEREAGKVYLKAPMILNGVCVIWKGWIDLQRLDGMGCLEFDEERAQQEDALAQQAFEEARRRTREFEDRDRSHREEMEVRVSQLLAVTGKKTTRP
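AlphaScreen proximity signal reports loss of binding between His-tagged CBF-beta and biotin-labelled RUNX1, each at 30 nM. Proteins are pre-associated for 20 minutes, compounds added for 15 minutes, then beads for 90 minutes, all at ambient temperature.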
HTT cytoprotect – qHTS Multiplex Assay to Identify Dual Action Probes in a Cell Model of Huntington: Cytoprotection (ATP); Potency, µM (titrated, usually from 56.4 µM), for the others: cytoprotection (ATP increase), usual class: activators; PC12 HTT-Q103 induced, cytoprotection, ATP luminescence, 40 h; AID 1471, 2008; 230,000 compounds, 0.14% hits;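 note: potency is the fitted concentration of half-maximal effect; % of control where 0% means no effect; nearly all actives have a fitted effect of over 45% in size; toxic huntingtin expression switched on by the ecdysone agonist tebufenozide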
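Huntington model: PC12 line, ecdysone-inducible HTTQ103 exon1–GFP, tebufenozide 100 nM. Test articles in a dose series. Endpoint luminescence from cellular ATP.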
HTT aggregate – qHTS Multiplex Assay to Identify Dual Action Probes in a Cell Model of Huntington: Aggregate Formation (GFP); Potency, µM (series often up to 46.1 µM), for the others: top-dose activity change, negative = inhibition, actives largely listed as inhibitors; PC12 HttQ103-GFP aggregates, Acumen cytometry, 40 h; 220,000 compounds, 1.1% hits; AID 1688, 2009; note: potency is the fitted concentration of half-maximal effect; % is set by controls: 0 for no effect and ±100 for the full control effect; nearly all actives have a fitted effect of over 60% in size
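Huntingtin Q103 exon 1–GFP aggregates in induced PC12 cells (100 nM tebufenozide) were quantified by cytometry from lysates, with compounds dosed in titration.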
An asterisk follows results filed as active; u = inconclusive; x = no result given; & = joins results of further samples; [ ] = dose if it differs, or a comment. Unless noted, calls come from the whole dose curve; as a rule, active = well fitted curve in the direction sought with a large enough effect; inconclusive = small, poorly fitted or top-dose-only effect, or another doubt; inactive = no such curve, though single readings can be large; an effect the other way counts as inactive or inconclusive. Outcome played no part in choosing rows. About 1.5% of those tested had a hit in this group.

#	smiles	GAA glycogen mod	aGlu spleen mod	Lamin A splicing	GAA inh	CBFb-RUNX1 inh	HTT cytoprotect	HTT aggregate
1	COc1ccccc1NC(=O)CSc1nc2nc(C)cc(C)c2c(=O)[nH]1	0%	-9%	u	-1%	12%	-5%	16%
2	CCN1CCN(Cc2c(C)[nH]c3ccc(C(=O)OC)cc3c2=O)CC1	2%	-4%	7%	-8%	14%	-4%	-40%
3	CC(=O)C(Sc1ccc2nnc(-c3ccc(C)cc3)n2n1)C(C)=O	7%	-11%	-15%	1%	9%	-26%	u
4	COc1ccc(S(=O)(=O)CCC(=O)NC2CCCCC2)cc1	1%	-15%	-6%	-1%	0%	4%	1%
5	COC(=O)C1=C(N)OC2=C(C(=O)CC(C)(C)C2)C1c1ccccc1OC (stereo not drawn)	1%	4%	u	4%	-1%	-8%	-2%
6	COc1ccc(Cc2c[nH]c(=O)[nH]c2=O)cc1	0%	-3%	1%	3%	-1%	7%	5%
7	O=c1cc(O)sc2ccccc12	1%	-3%	-10%	-7%	2%	-2%[10 µM]	-8%
8	CC(C)OP(=O)(Nc1cccc2ccccc12)OC(C)C	1%	3%	-9%	-5%	7%	x	4%
9	COc1ccc(/C=N/NC(=O)CN(Cc2ccccc2)S(=O)(=O)c2ccc3c(c2)OCCO3)cc1	-1%	-5%	u	-4%	3%	-1%[10 µM]	-8%
10	O=c1c2c(-c3cccs3)csc2[nH]c(=S)n1-c1ccccc1	-1%	-2%	-6%	5%	-16%	-21%	-5%
11	Cc1ccc(NCc2nnc(SCC(=O)N3CCc4ccccc43)n2C)cc1	-2%	4%	14%	-14%	2%	-16%[10 µM]	9%
12	CC1(OC(=O)C2CCCC2)C(=O)C=C2C=C(c3ccsc3)N(CC3CC3)C=C2C1=O (stereo not drawn)	15%	0%[17.4 µM]	-3%[9.22 µM]	x	4%[13.1 µM]	-24%&-21%[10 µM]	-39%[9.22 µM]
13	NC(=O)c1ccc(NC(=O)COC(=O)C2CC(=O)N(Cc3ccccc3)C2)cc1 (stereo not drawn)	9%	1%	-8%[46 µM]	-1%	-2%	5%	29%
14	Cc1nccn1-c1c([N+](=O)[O-])c(=O)n(C)c2ccccc12	0%	-3%	x	x	2%	-7%[10 µM]	22%[9.22 µM]
15	COC(=O)N1C(/C=C/c2ccc3c(c2)OCO3)=Cc2ccccc2C1CC(C)=O (stereo not drawn)	x	5%[17.4 µM]	u	x	4%[13.1 µM]	-4%[10 µM]	x

Looked up above.
Under CBFb-RUNX1 inh, COC(=O)N1C(/C=C/c2ccc3c(c2)OCO3)=Cc2ccccc2C1CC(C)=O (stereo not drawn) is listed with 4%[13.1 µM]
Under aGlu spleen mod, COc1ccc(/C=N/NC(=O)CN(Cc2ccccc2)S(=O)(=O)c2ccc3c(c2)OCCO3)cc1 is listed with -5%

The list goes on:
#	smiles	GAA glycogen mod	aGlu spleen mod	Lamin A splicing	GAA inh	CBFb-RUNX1 inh	HTT cytoprotect	HTT aggregate
16	CCOC(=O)CSc1nc2sc3c(c2c(=O)n1C1CCCCC1)CCN(C)C3	12%	-1%	-8%	2%	-1%	5%[10 µM]	-13%
17	NC(=O)CSc1nnc(-c2cccs2)n1-c1ccccc1	2%	5%	10%	-3%	-3%	-1%	1%
18	CC(=O)c1ccc(NC(=S)NNC(=O)NC2CCCCC2)cc1	u	-4%	3%[46 µM]	-8%	-15%	-17%	29%
19	CCCN(CCC)CCCNC(=O)c1cn(CC)c2ccc(S(=O)(=O)N3CCc4ccccc4C3)cc2c1=O	6%	8%	x	-11%	6%	-7%	u
20	CS(=O)(=O)Nc1cccc(-c2nc(Nc3ccc(F)cc3)c3ccccc3n2)c1	x	3%	u	x	x	-54%[inhibitor]	x
21	CCOC(=O)C1C(C(=O)NN)C1C(=O)Nc1ccccc1 (stereo not drawn)	-1%	1%	-1%[46 µM]	-5%	-17%	3%[10 µM]	-3%
22	Cc1ccc(-c2cccc(C(=O)NCCc3ccccc3)n2)c2ccccc12	-2%	-14%	u	-11%	-2%[2.36 µM]	x	-15%
23	Cc1nc(CS(=O)(=O)c2ccccc2)cc(N2CCOCC2)n1	10%	-1%	4%	3%	3%	-11%	-14%
24	CC(C(=O)c1ccccc1)n1c(N2CCOCC2)nc2c1c(=O)n(C)c(=O)n2C (stereo not drawn)	-1%	-4%	4%	-9%	5%	-26%	9%
25	CCN(CC)CCSc1nc(O)c(C(C)C)c(=O)[nH]1	-1%	-6%	27%	5%	3%	-15%[10 µM]	11%[9.22 µM]
26	CC1=NN(C(N)=S)C(=O)C1N=Nc1ccc(C)cc1C (stereo not drawn)	-15%	-1%	2%	-11%	-16%	9%[10 µM]	-2%
27	CCOc1ccc(N(CC(=O)NCC2CCCO2)C(=O)CCC(=O)Nc2ccccn2)cc1 (stereo not drawn)	-17%	3%	1%	-1%	2%	0%[10 µM]	-2%
28	CCN(CCCNC(=O)CNC(=O)Cn1cnc2ccccc2c1=O)c1cccc(C)c1	2%	-6%	0%	1%	-4%	19%	-16%
29	c1ccc(CNc2nc3ccccc3n3cnnc23)nc1	-4%	-1%	0%	-7%	0%	-33%	6%
30	O=C(O)c1ccc(/C=C/c2ccc3cccc(O)c3n2)cc1	-2%	-5%	x	0%	-6%	u	-10%
31	Clc1ccc(OCc2nc(-c3ccc(Br)o3)no2)cc1	-9%	1%	1%	-6%	15%	-12%	4%
32	CC1(C)Cc2ccccc2C(/C(C#N)=N/O)=N1	5%	-7%	x	0%	4%	u	-21%
33	O=C(Nc1ccccc1C(=O)NCc1ccco1)c1ccccc1	-2%	-5%	7%	0%	0%	-7%	0%
34	COc1ccc(-n2c(Cc3cccn3C)nnc2SCC(=O)Nc2cccc(Cl)c2)cc1	-12%	-1%	-5%	-1%	-11%	-8%	17%
35	Cc1cccc(NC(=O)Cn2c(=O)n(CCc3c[nH]c4ccccc34)c(=O)c3cccnc32)c1	0%	3%	-13%	3%	0%[2.36 µM]	x	-12%
36	COc1ccccc1-c1cc(C(F)(F)F)nc(N2CCN(c3ccc(F)cc3)CC2)n1	-6%	1%	-5%	-5%	6%	21%[10 µM]	-28%
37	CCc1ccc2oc(-c3cccc(NC(=O)c4cccnc4)c3)nc2c1	3%	-1%	u	3%	8%	-55%[inhibitor]	-13%
38	CC(C)CN1CCN(Cc2cccn2-c2ccc(Cl)cn2)CC1CCO (stereo not drawn)	-12%	-5%	x	5%	1%	-24%	1%
39	Cc1ccccc1N1CCN(Cc2c[nH]c3ccccc23)CC1	19%	0%	u	u	-6%	-53%[inhibitor][10 µM]	22µM*
40	CS(=O)(=O)N1CCc2cc(S(=O)(=O)N3CCCCC3)ccc21	-1%	-23%	32%[9.22 µM]	-7%	-11%	-11%	7%
41	NC(=O)C1CCN(C(=O)CC2(CC(=O)O)CCCCC2)CC1	1%	-1%	-16%[46 µM]	4%	-7%	-3%	3%
42	CC(C)=CCC/C(C)=C/CO/N=C1/[C@H]2O[C@@H]2[C@@H](O)[C@H]2[C@H]1CCn1c(=O)n(C)c(=O)n12	x	-5%[17.4 µM]	x	x	7%[13.1 µM]	-3%[10 µM]	x
43	COc1ccccc1NC(=O)NCCC1=CCCCC1	-10%	-6%	x	x	4%	13%[10 µM]	29%[9.22 µM]
44	O=C(c1ccccc1F)N1CCN(c2ccc([N+](=O)[O-])c3ncccc23)CC1	5%	-6%	u	4%	-3%	14%[0.074 µM]	-29%
45	Cc1nc(CNS(=O)(=O)c2ccc3c(c2)CCCC3)cs1	6%	-16%	u	-2%	12%	10%[10 µM]	-13%
46	O=C(Nc1ccccc1)c1ccc(-c2ccccc2Cl)o1	-1%	1%	u	-1%	-1%[2.36 µM]	x	-14%
47	CSc1nnc(Cn2c(=O)sc3ccccc32)n1-c1ccccc1	-5%	2%	0%	-11%[15.4 µM]	0%	-24%	7%
48	Nc1c(C(=O)c2ccccc2)sc2nsc(SCCN3CCOCC3)c12	0%	-6%	x	x	-6%	4%[10 µM]	-9%[9.22 µM]
49	CC(=O)c1ccc(Cc2cnc(N)s2)cc1	4%	-13%	9%	2%	8%	3%[10 µM]	-12%
50	O=C(/C(=C/c1cccc(Cl)c1)c1nc2ccccc2[nH]1)c1ccccc1	23%	-4%	u	-6%	-3%	-46%[inhibitor][10 µM]	-25%[9.22 µM]
51	O=C(NC1CC1)c1sc2cc([N+](=O)[O-])ccc2c1Cl	-10%	2%	8%	0%	-12%	x	-13%
52	CCN(CC)CCCn1c(-c2ccccc2)nc2c(NCCOC)nc(C)nc21	x	1%	x	x	0%	11%	x

Some of the entries so far, with each value named.
46. O=C(Nc1ccccc1)c1ccc(-c2ccccc2Cl)o1
- GAA glycogen mod: -1%
- aGlu spleen mod: 1%
- Lamin A splicing: u
- GAA inh: -1%
- CBFb-RUNX1 inh: -1%[2.36 µM]
- HTT cytoprotect: x
- HTT aggregate: -14%

47. CSc1nnc(Cn2c(=O)sc3ccccc32)n1-c1ccccc1
- GAA glycogen mod: -5%
- aGlu spleen mod: 2%
- Lamin A splicing: 0%
- GAA inh: -11%[15.4 µM]
- CBFb-RUNX1 inh: 0%
- HTT cytoprotect: -24%
- HTT aggregate: 7%

48. Nc1c(C(=O)c2ccccc2)sc2nsc(SCCN3CCOCC3)c12
- GAA glycogen mod: 0%
- aGlu spleen mod: -6%
- Lamin A splicing: x
- GAA inh: x
- CBFb-RUNX1 inh: -6%
- HTT cytoprotect: 4%[10 µM]
- HTT aggregate: -9%[9.22 µM]

Single records, from the list above.
Shown for Cc1ccccc1N1CCN(Cc2c[nH]c3ccccc23)CC1 : GAA glycogen mod = 19%; aGlu spleen mod = 0%; Lamin A splicing = u; GAA inh = u; CBFb-RUNX1 inh = -6%; HTT cytoprotect = -53%[inhibitor][10 µM]; HTT aggregate = 22µM*
Shown for CS(=O)(=O)Nc1cccc(-c2nc(Nc3ccc(F)cc3)c3ccccc3n2)c1 : GAA glycogen mod = x; aGlu spleen mod = 3%; Lamin A splicing = u; GAA inh = x; CBFb-RUNX1 inh = x; HTT cytoprotect = -54%[inhibitor]; HTT aggregate = x

Screens: PubChem, National Center for Advancing Translational Sciences (NCATS)
